# High-throughput results deposited in PubChem BioAssay by National Center for Advancing Translational Sciences (NCATS).
# D2 potentiator: D2 dopamine receptor (human) potentiation; P14416; HEK293 T-REx D2, calcium flux, EC20 dopamine potentiation; potentiation, % at 10 µM; actives 0.34% (n = 340,000); AID 485347;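 active = potentiation over 3 SD above the plate norm, cut at about 30% in these data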; note: 0% is about no effect
#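 Potentiation of an EC20 dopamine calcium response measured kinetically over 180 s, after a preceding 180 s compound-only read flagging agonists. Cells: inducible Hek293 Trex D2 line, 4000/well, cultured overnight at 30 C before dye loading.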
# D1 antagonist: antagonists of human D1 dopamine receptor; P21728; HEK293 TREx D1 cells, calcium flux, dopamine EC80; active compounds read low; AID 504652; actives 3.2% (n = 360,000); activity change, negative = inhibition, % at 10 µM; in the data active = activity change below about -30%; note: % is set by controls: 0 for no effect and ±100 for the full control effect
#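 Kinetic fluorescence of a calcium dye serves as the read-out. D1-expressing Hek293 Trex cells, induced overnight at 30 C, are exposed to compound for 180 s before an EC80 dopamine addition, then read 180 s further.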
# TRHR ag: activates the human TRH receptor | TRHR cells, calcium flux fluo-8, FDSS agonist mode | activation, % at 2 µM | actives 0.18% (n = 360,000); note: 0% is about no effect
#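 Steps: seed TRHR cells overnight; add fluo-8 no-wash Ca dye, RT 30 min–1.5 h; record 10 s baseline; pin-transfer compounds; monitor fluorescence 1 cycle/s for the agonist window. Calcium increases flag candidate agonists.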
# D1 potentiator: enhances dopamine response at the human D1 receptor. P21728. HEK293 TREx D1 cells, calcium flux, dopamine EC20 potentiation. potentiation, % at 10 µM. actives 0.036% (n = 360,000). AID 504651; in the data active = potentiation above about 30%; note: 0% is about no effect
# RXFP1 antagonist: RXFP1 (human) relaxin receptor antagonism; Q9HBX9; HEK293-RXFP1, relaxin-stimulated cAMP HTRF, 30 min; active compounds read low; activity change, negative = inhibition, % at 57.5 µM; actives 0.59% (n = 350,000); AID 1259400;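 active = activity change of -60% or lower, but not beyond a set lower limit; inconclusive = change between -60% and -40%, or beyond the set limit; inactive = change above -40%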; note: % is set by controls: 0 for no effect and ±100 for the full control effect
# Target sequence (Q9HBX9 whole entry, looked up): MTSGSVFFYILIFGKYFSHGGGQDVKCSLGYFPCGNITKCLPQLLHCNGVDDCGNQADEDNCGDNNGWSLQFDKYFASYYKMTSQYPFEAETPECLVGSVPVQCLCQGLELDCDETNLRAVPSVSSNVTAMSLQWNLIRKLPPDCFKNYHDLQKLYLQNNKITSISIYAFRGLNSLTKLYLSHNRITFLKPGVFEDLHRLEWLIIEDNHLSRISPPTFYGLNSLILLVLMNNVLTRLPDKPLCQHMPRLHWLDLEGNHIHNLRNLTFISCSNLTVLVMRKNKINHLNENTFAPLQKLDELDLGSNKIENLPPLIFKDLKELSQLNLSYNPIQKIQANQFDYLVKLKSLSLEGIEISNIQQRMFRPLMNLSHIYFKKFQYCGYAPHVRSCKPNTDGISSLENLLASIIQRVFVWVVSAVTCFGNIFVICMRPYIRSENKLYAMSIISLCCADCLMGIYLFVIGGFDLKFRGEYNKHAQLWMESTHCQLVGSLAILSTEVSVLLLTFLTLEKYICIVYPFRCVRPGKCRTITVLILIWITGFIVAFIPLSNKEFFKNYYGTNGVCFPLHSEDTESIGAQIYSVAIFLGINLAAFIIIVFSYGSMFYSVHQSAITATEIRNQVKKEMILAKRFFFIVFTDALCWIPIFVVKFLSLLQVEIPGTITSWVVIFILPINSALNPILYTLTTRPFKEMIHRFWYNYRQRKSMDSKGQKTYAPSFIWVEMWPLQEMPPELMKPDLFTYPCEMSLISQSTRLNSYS
# D2 ag: agonists of human D2 dopamine receptor. P14416. HEK293 T-REx D2 cells, calcium flux agonist mode. activation, % at 2 µM. actives 0.53% (n = 340,000). AID 485358;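 active = activation over 3 SD above normal in the single-dose calcium agonist read, cut at about 30% in these data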; note: 0% is about no effect
#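 Tetracycline-induced HEK293 Trex cells with D2 receptor force-coupled to calcium signaling, plated overnight at 30 C and loaded with no-wash calcium dye. Calcium flux read kinetically for 180 s after compound addition; responses flag agonists.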
# TRHR PAM: allosteric enhancers of human TRH receptor | TRHR cells, fluo-8 calcium fluorescence, EC20 TRH enhancement | enhancement, % at 2 µM | actives 0.66% (n = 360,000); in the data active = enhancement above about 30%; note: 0% is about no effect
#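 Enhancer read-out: after compound pinning and an initial kinetic agonist-mode read, an EC20 of TRH (10 nM final) was injected and fluo-8 calcium signal (Ex 480/Em 530) followed at 1 s/cycle for 100 cycles in TRHR-expressing cells.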
# D2 antag: D2 dopamine receptor (human) antagonism; P14416; HEK293 TREx D2 cells, calcium flux, dopamine EC80; inhibition, % at 10 µM; actives 2% (n = 340,000); in the data active = inhibition above about 30%; note: 0% is about no effect
#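 HEK293 T-REx D2 cells, tet-induced, calcium dye no-wash. Cpd pintool add, 180 s kinetic, then EC80 DA, 180 s kinetic. Ca flux read.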
# D1 agonist: agonists of human D1 dopamine receptor; P21728; HEK293 T-REx D1 cells, calcium flux, agonist mode; activation, % at 2 µM; actives 1% (n = 360,000); note: 0% is about no effect
#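 Tetracycline-induced HEK293 TREx D1 cells, force-coupled to calcium signalling, were dye-loaded with a no-wash calcium kit. Compound was pin-added after a 10 s baseline. Fluorescence was read kinetically at 1 cycle/s for 180 s, with calcium rises flagged as agonism.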
# Starred values were filed as active, the others as inactive; ? = inconclusive; . = no result given; & = joins results of further samples. Cut-off read from the data, not from the text of the source, unless noted: active = activation above about 30%; inactive = the rest.
(1) C=CCC1(CC=C)CCCN1C(=O)c1cc(COc2cncc(Cl)c2)on1
(2) Cc1nc(N)c(Cc2ccc(Cl)cc2Cl)c(N)n1
(3) Cn1c(=O)c2c(nc(NN=C3CCCCC3)n2C)n(C)c1=O
(4) CCOC(=O)c1ccc(Oc2nc(SC)nc(N(C)C)n2)cc1
(5) CC(Oc1ccc2cc(-c3ccccc3)c(=O)oc2c1)C(=O)NCC1CCC(C(=O)O)CC1 (stereo not drawn)
(6) CCOC(=O)CSC1=N/C(=C/c2ccc(-n3cncn3)cc2)C(=O)N1C(C)=O
(7) Cc1cccc(Cn2nnc3c(=O)[nH]c(C4CCN(C(=O)c5ccccc5F)CC4)nc32)c1
(8) CC(C)c1ccc(NC(=O)c2ccc(NC(=O)CCS(=O)(=O)c3cccs3)cc2)cc1

assay / entry,1,2,3,4,5,6,7,8
D2 potentiator,1,-1,-2,7,24,-1,12,-3
D1 antagonist,-23,-12,4,4,1,5,7,8
TRHR ag,-0.1,1.0,-0.3,-0.1,0.0,0.3,-0.7,0.6
D1 potentiator,-7,-4,0,4,-4,8,0,0
RXFP1 antagonist,.,-21,-17,-40,.,-22,-14,.
D2 ag,0.5,2.4,-1.1,0.7,0.8,0.2,-1.0,0.8
TRHR PAM,-2,4,1,2,26,-1,-2,17
D2 antag,-4,1,1,-4,12,3,.,.
D1 agonist,10,22,12,6,1,2,-1,2

# 6 entries drawn at random from those above, as already listed:
(1) C=CCC1(CC=C)CCCN1C(=O)c1cc(COc2cncc(Cl)c2)on1
(3) Cn1c(=O)c2c(nc(NN=C3CCCCC3)n2C)n(C)c1=O
(4) CCOC(=O)c1ccc(Oc2nc(SC)nc(N(C)C)n2)cc1
(8) CC(C)c1ccc(NC(=O)c2ccc(NC(=O)CCS(=O)(=O)c3cccs3)cc2)cc1
(2) Cc1nc(N)c(Cc2ccc(Cl)cc2Cl)c(N)n1
(5) CC(Oc1ccc2cc(-c3ccccc3)c(=O)oc2c1)C(=O)NCC1CCC(C(=O)O)CC1 (stereo not drawn)

assay / entry,1,3,4,8,2,5
D2 potentiator,1,-2,7,-3,-1,24
D1 antagonist,-23,4,4,8,-12,1
TRHR ag,-0.1,-0.3,-0.1,0.6,1.0,0.0
D1 potentiator,-7,0,4,0,-4,-4
RXFP1 antagonist,.,-17,-40,.,-21,.
D2 ag,0.5,-1.1,0.7,0.8,2.4,0.8
TRHR PAM,-2,1,2,17,4,26
D2 antag,-4,1,-4,.,1,12
D1 agonist,10,12,6,2,22,1

# Following part:
(9) Cn1cccc1/C=C1\SC(=S)N(NC(=O)c2ccccc2)C1=O
(10) COc1ccc(CCNC(=O)CN(c2cc(C(F)(F)F)ccc2Cl)S(C)(=O)=O)cc1
(11) N#C/C(=C\c1ccc(F)c(Br)c1)C(=O)NC1CC1
(12) O=C(O)c1ccccc1Nc1ccnc(Cl)n1
(13) COCC(C)n1c(SCc2nc(N)nc(Nc3ccccc3C)n2)nc2ccccc2c1=O (stereo not drawn)
(14) N#Cc1nc(Cc2ccccc2)oc1NCCc1ccccc1
(15) Cc1ccccc1Cn1c2ccccc2c2cnn(CC(=O)NCc3ccco3)c(=O)c21
(16) O=S(=O)(c1ccccc1)N1CCC(N2CCCCCC2)CC1

assay / entry,9,10,11,12,13,14,15,16
D2 potentiator,-5,15,2,9,13,14,.,-6
D1 antagonist,8,-11,-11,-6,9,7,2,6
TRHR ag,2.2,-0.3,2.0,0.3,0.7,-0.5,0.2,-0.1
D1 potentiator,-4,4,3,1,-5,9,6,-6
RXFP1 antagonist,-18,.,3,0,-4,3,-29,9
D2 ag,2.5,-0.1,-0.4,0.5,0.3,-0.3,.,2.8
TRHR PAM,-10,-4,0,4,0,5,-6,3
D2 antag,0,.,3,8,-22,-9,.,3
D1 agonist,0,1,1,3,0,0,0,-1

(17) CC(=O)Nc1ccc(NC(=O)c2cc(CN3CCCC3)on2)cc1
(18) CCCCn1ccnc1C(=O)c1cc(S(=O)(=O)N2CCOCC2)ccc1C
(19) CN1CCN(C2CCN(Cc3ccc(O)c4ncccc34)CC2)CC1
(20) C=CCNc1ncnc2c1[nH]c1ccc(C)cc12
(21) O=C(CN1CCc2ccccc2C1)Nc1ccccc1C(=O)NC1CC1
(22) CN1C(=O)Cc2cc(S(=O)(=O)N3CCN(c4ccc(Cl)cc4)CC3)ccc21
(23) O=C1[C@@H]2CSC(c3ccc(Cl)cc3)N2C(=O)N1c1ccccc1 (stereo partly drawn)
(24) C=CCn1c(SCc2cc(=O)n3ccsc3n2)nc2ccccc2c1=O

assay / entry,17,18,19,20,21,22,23,24
D2 potentiator,0,-3,7,.,2,-10&-11,-4,0
D1 antagonist,2,1,-2&5,-32*,-9,1&-10,-5,0
TRHR ag,0.1,-1.5,1.7&0.7,0.3,0.2,0.3&0.1,2.9,0.1
D1 potentiator,-3,-5,5&-2,-8,-5,0&4,0,8
RXFP1 antagonist,-8,-7,.,2,8,-3&-9,.,2
D2 ag,-0.9,0.1,-0.4,-1.8,0.3,0.0&0.0,0.1,2.0
TRHR PAM,3,-8,13&0,-5,-2,-4&-5,-1,-1
D2 antag,.,-6,4,29,-19,5,.,-7
D1 agonist,2,1,4&1,12,2,0&1,7,4

(25) COC(=O)C1ON2OC(C(=O)OC)C(C(=O)OC)C2C1CC(C)=O (stereo not drawn)
(26) O=C1C2C3C=CC(C4CC34)C2C(=O)N1/N=C/c1cccs1 (stereo not drawn)
(27) COCC(C)n1c(SCc2nc3ccccc3c(=O)[nH]2)nc2ccccc2c1=O (stereo not drawn)
(28) Cc1ccc(Cn2c(C(=O)O)c(CNCc3ccc(OC(C)C)cc3)c3ccc(C)cc32)cc1
(29) N=C1/C(=C/c2ccc(Br)o2)C(=O)N=C2SC(CC(=O)N3CCCC3)=NN12
(30) Cc1nn(-c2ccc(F)cc2)c2sc(C(=O)O)cc12
(31) O=C(CCS(=O)(=O)c1cccc2nsnc12)NCc1ccccc1
(32) CC1C(=O)C(C)C(c2ccccc2F)NC1c1ccccc1F (stereo not drawn)

assay / entry,25,26,27,28,29,30,31,32
D2 potentiator,-2,8,8,2,10,11,-11,5
D1 antagonist,10,15,6,3,-2,4,0,-1
TRHR ag,0.9,-0.3,-0.4,-0.1,2.5,0.4,0.0,-0.6
D1 potentiator,-3,-5,-1,1,-6,-2,2,-2
RXFP1 antagonist,-21,1,-4,.,-3,-12,-16,-22
D2 ag,-0.3,0.0,-0.2,0.0,0.4,0.1,0.3,-0.4
TRHR PAM,-2,3,-2,5,-1,9,-1,8
D2 antag,-9,4,-22,.,9,-9,23,-4
D1 agonist,5,1,-1,4,3,-1,0,1

(33) COc1ccc(C(=O)COC(=O)c2ccc3ccccc3n2)cc1
(34) CCC(C)NC(=O)CNC(=O)c1nn(-c2ccc(OC)cc2)c(=O)c2ccccc12 (stereo not drawn)
(35) Cc1cc(C)c(S(=O)(=O)c2cc(F)ccc2C)c(=O)[nH]1
(36) c1csc(C2=Nn3c(nnc3-c3ccncc3)SC2)c1
(37) O=C(Cc1ccccc1)Nc1ccc(C(=O)Nc2ccc(O)cc2)cc1
(38) CCC(=O)NC(NC(=S)Nc1c(C)n(C)n(-c2ccccc2)c1=O)C(Cl)(Cl)Cl (stereo not drawn)
(39) CCN(CC)c1nc2n(c(=O)n1)CCN2CC
(40) COc1ccc(-c2cn3c(n2)sc2cc(C(=O)Nc4ccc(C)c(C)c4)ccc23)cc1

assay / entry,33,34,35,36,37,38,39,40
D2 potentiator,1,-6,-3,32*,-4,12,8,5
D1 antagonist,-5,-7,-6,-2,-12,2,13,4
TRHR ag,-0.2,0.2,0.2,-0.5,-0.3,-0.4,-0.1,0.1
D1 potentiator,-6,-5,-5,-7,0,5,-2,-4
RXFP1 antagonist,7,10,11,-12,-15,3,-2,1
D2 ag,-0.4,0.3,.,0.8,0.4,-0.8,.,1.1
TRHR PAM,-2,8,2,-3,18,4,2,-7
D2 antag,11,8,.,21,4,-7,.,.
D1 agonist,5,0,2,2,33*,2,3,9

(41) O=[N+]([O-])c1ccc(OCCO)c(P(=O)(c2ccccc2)c2ccccc2)c1
(42) CCN1CCc2c(sc(NC(=O)c3ccc(S(=O)(=O)N(CC)c4ccccc4)cc3)c2C(N)=O)C1
(43) COc1cc(CCCN2C(N)=NC[C@@H]2Cc2ccccc2)cc(OC)c1OC
(44) CCC(C)(C)NC(=O)C(c1cccn1C)N(C(=O)Cn1nnc2ccccc21)c1ccc(NC(C)=O)cc1 (stereo not drawn)
(45) COc1cc(NC(=O)Cc2ccc(OC)c(S(=O)(=O)N3CCOCC3)c2)c(OC)cc1Cl
(46) O=C(O)c1ccc(S(=O)(=O)N[C@H](Cc2c[nH]c3ccccc23)C(=O)O)cc1
(47) Cc1sc2ncnc(SCC(=O)Nc3ccc(CN4CCCC4)cc3)c2c1C
(48) COc1ccc2c(Sc3ccc(Cl)cc3)c(C(=O)NCCCN3CCCCC3)[nH]c2c1

assay / entry,41,42,43,44,45,46,47,48
D2 potentiator,8,-6,8,-7,9,.,-2,-3
D1 antagonist,3,-20,-13,3,-1,-4,23,-10
TRHR ag,-0.1,74*,-0.4,0.1,-2.0,-0.5,0.2,0.3
D1 potentiator,-5,-4,2,0,-1,5,4,-1
RXFP1 antagonist,-12,-28,.,-15,-3,.,-1,?
D2 ag,0.3,52*,-0.5,0.6,-0.4,.,-0.1,0.7
TRHR PAM,-5,15,-4,-9,13,4,13,-2
D2 antag,2,9,18,5,-9,.,-20,.
D1 agonist,1,148*,4,2,2,3,4,3

(49) O=C(Nc1ccc(Oc2ccccc2)nc1)C1CCCCN1Cc1ccc(OCCO)cc1 (stereo not drawn)
(50) CS(=O)(=O)c1cnc(-c2ccccc2)nc1Oc1ccc(Cl)cc1
(51) COc1ccc(-n2nc(C(=O)NCC(=O)Nc3cc(OC)c(OC)c(OC)c3)c3ccccc3c2=O)cc1Cl
(52) Cc1cccc(NC(=O)[C@@H](NC(=O)[C@@H]2Cc3ccccc3CN2)C(C)C)c1
(53) COc1ccccc1NC(=O)CSC1=Nc2ccccc2C2=NC(CC(=O)NCc3ccco3)C(=O)N12 (stereo not drawn)
(54) Nc1nc(SCC(=O)NCCN2CCOCC2)nc2sc3c(c12)CCC3
(55) COC(=O)c1ccc(C(=O)OC)c(NC(=S)N2CCCC(CO)C2)c1 (stereo not drawn)

assay / entry,49,50,51,52,53,54,55
D2 potentiator,-7,10,20,7,-12,-1,5
D1 antagonist,15,1,-4,12,-21,-1,6
TRHR ag,-0.2,-0.2,1.5,-0.4,-0.1,-0.1,0.8
D1 potentiator,-1,2,2,4,-3,-2,-3
RXFP1 antagonist,14,0,5,27,-15,-2,4
D2 ag,0.3,1.0,1.5,-0.3,1.8,-1.0,0.9
TRHR PAM,-14,19,6,5,3,6,4
D2 antag,2,-6,-16,1,.,-8,-18
D1 agonist,0,3,1,5,0,-1,2
